Bioassay records: PubChem BioAssay, several laboratories
HIF activator – HIF pathway transcriptional activation; U2OS HRE-luciferase reporter, luminescence; normalized: DMSO 0%, desferrioxamine 100%; activation, % at 7.5 µM (by protocol); AID 1910; hit rate 0.32% among 300,000;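 active = mean activation of at least 10% of the iron chelator positive control signal, with at least half of replicates also reaching 10%; inconclusive = mean and replicate majority disagree about reaching 10%; inactive = mean and most replicates under 10%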
MrgX1 antag – blocks BAM8-22 activation of human MrgX1 receptor; Q96LB2; MRGX1-HEK293 calcium flux, Fluo-4, BAM8-22 antagonism; stronger effect = lower value; B-score at 10 µM; hit rate 1.3% among 310,000; AID 588676;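 active = calcium-response B-score plate-corrected more than 3 library SD below zero, starting fluorescence within 5 deviations, no agonist response on first addition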;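 note: peak minus trough fluorescence over baseline after final BAM8-22 challenge near maximal dose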
Target sequence (Q96LB2 whole entry, looked up): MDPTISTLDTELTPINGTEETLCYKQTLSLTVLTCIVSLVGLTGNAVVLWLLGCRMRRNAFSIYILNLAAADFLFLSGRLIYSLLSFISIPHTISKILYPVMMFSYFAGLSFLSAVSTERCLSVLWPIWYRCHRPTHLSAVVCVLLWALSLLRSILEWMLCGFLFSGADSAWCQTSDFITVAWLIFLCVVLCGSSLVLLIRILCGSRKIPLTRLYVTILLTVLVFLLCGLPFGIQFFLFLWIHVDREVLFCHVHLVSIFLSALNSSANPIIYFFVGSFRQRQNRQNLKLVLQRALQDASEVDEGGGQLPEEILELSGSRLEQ
TRPC4 PAM – allosterically enhances the mouse TRPC4 cation channel; Q9QUQ5; HEK293 TRPC4beta/mu-opioid, DAMGO EC20, Fluo-4 Ca2+ flux; stronger effect = higher value; B-score at 10 µM; hit rate 0.42% among 310,000; AID 2227;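 active = B-score of calcium response area above 5 SD of library B-scores, with initial fluorescence ratio within 5 SD of library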;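 note: B-score of integrated fluorescence ratio over time as area under calcium response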
TRPC4 act – TRPC4 (mouse) channel activation | hit rate 0.49% among 310,000 | HEK293 TRPC4beta/mu-opioid, Fluo4 calcium fluorescence; stronger effect = higher value | Q9QUQ5 | B-score at 10 µM;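 active = B-score above 5 SD of library B-scores, and initial fluorescence ratio not above library mean plus 5 SD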;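 note: positive B-score marks a calcium rise read as TRPC4 activation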
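Assay system: HEK293 stable line with TRPC4beta plus mu-opioid receptor; schedule: 45 min room-temperature Fluo4 loading, 110 s read; technique: kinetic Fluo4 calcium fluorescence; evaluation: integrated baseline-normalised fluorescence ratio, converted to per-well B score; controls: buffer (low) and maximal DAMGO (high)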
MrgX1 agonist – human MrgX1 receptor agonism, primary screen; Q96LB2; MrgX1-HEK293 cells, Fluo-4 calcium fluorescence, agonist mode; stronger effect = higher value; B-score at 10 µM; hit rate 0.44% among 310,000; AID 588627;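 active = calcium response B-score plate-corrected fluorescence ratio at least 3 library SD, with starting fluorescence B-score inside 5 SD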
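Assay system: MrgX1-expressing HEK293 cells / Amount: fifteen thousand cells per well / Doses: test compound in the initial addition of three / Timing: cells plated overnight, dye loaded 0.5 h 37 °C, 0.5 h room temperature / Technique: kinetic calcium dye fluorescence, Fluo-4 NW / Control set: positive and negative controls per plate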
MrgX1 allo act – allosterically activates human MrgX1 receptor signaling | Q96LB2 | MrgX1-HEK293, Fluo-4 calcium flux, FDSS; stronger effect = higher value | B-score at 10 µM | hit rate 0.63% among 310,000;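 active = plate-corrected calcium response at least 3 library SD above typical, normal starting fluorescence, not activating the receptor alone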;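 note: compound read alongside a low EC10 to EC30 dose of BAM8-22 agonist; peak minus trough fluorescence over baseline measured at the second addition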
TRPC6 inh – blocks the mouse TRPC6 cation channel. Q61143. HEK293-TRPC6, membrane potential dye, ACh-evoked depolarization; stronger effect = lower value. B-score at 10 µM. hit rate 1.1% among 310,000;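 active = B-score under library mean minus 3 SD, initial fluorescence not abnormally high, positive integrated signal ratio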;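 note: B-score derived from integrated fluorescence ratio over the kinetic read; more negative B-score means stronger inhibition of depolarization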
TRPC4 inh – inhibitors of mouse TRPC4 channel | Q9QUQ5 | HEK293 TRPC4beta/mu-opioid, DAMGO-evoked Fluo4 calcium flux; stronger effect = lower value | B-score at 10 µM | hit rate 0.39% among 300,000 | AID 2247;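 active = B-score over 3 SD under the library average, no early fluorescence shift, positive overall ratio signal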
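Material: HEK293 cells with stable TRPC4beta plus mu-opioid receptor expression / Probe or stimulus: DAMGO in two steps, submaximal then maximal / Compound: single concentration per test compound / Technique: kinetic Fluo4 fluorescence imaging of calcium influx / Read-out: per-well B score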
PolyA inh – blocks polyadenylation in yeast reporter cells; calls only at 12 µM; S. cerevisiae SKY197-pL101 polyadenylation reporter, beta-gal luminescence; efflux-impaired pdr1/pdr3 knockout yeast; score 100 = 6 SD above DMSO; hit rate 0.02% among 300,000;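 active = lowest replicate activity score at least 50, where 100 means six control SD above control mean; inconclusive = lowest score under 50 but half or more replicates reach 50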;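 note: yeast exposed to compound for 9 h at 30 °C; higher score means more reporter readthrough which indicates perturbed polyadenylation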
AI-2 QS mod – modulators of Vibrio harveyi AI-2 quorum sensing system; Vibrio harveyi JMH597 AI-2 luminescence/OD600 ratio, 9 h; stronger effect = lower value; strain lacks LuxN and CqsS sensors; 0 = neutral-control median; activity change, % at 7.5 µM; hit rate 0.4% among 300,000; in the data active = activity change below about -75%, passing the limit was not always enough; inconclusive = no clear call, values can overlap the other calls;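 note: luminescence divided by OD600 gain over 9 h not by final OD600 alone; inactives centre near 13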
TRPC6 act – mouse TRPC6 channel activation. B-score at 10 µM. Q61143. HEK293-TRPC6 membrane potential dye fluorescence; stronger effect = higher value. hit rate 0.13% among 310,000;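 active = B-score of the integrated fluorescence ratio above library mean plus 3 SD, and starting fluorescence ratio within library mean plus 5 SD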;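 note: higher score means more depolarization so channel activation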
Starred values were filed as active, the others as inactive; i = inactive; ? = inconclusive; · = not tested or not shown.

SMILES	HIF activator	MrgX1 antag	TRPC4 PAM	TRPC4 act	MrgX1 agonist	MrgX1 allo act	TRPC6 inh	TRPC4 inh	PolyA inh	AI-2 QS mod	TRPC6 act
O=c1[nH]c(=S)n(-c2ccc(Cl)cc2)c(O)c1C=Nc1ccc(N2CCOCC2)cc1	0.2	i	i	i	i	i	i	i	i	14	i
COC(=O)c1nc(-c2ccc3c(n2)C(=O)C(N)=C(OC)C3=O)c(N)c(-c2ccc(OC)c(OC)c2O)c1C	3.6	i	i	i	i	i	i	i	i	48	i
Cc1ccnc(-n2c(-c3ccccc3)nc3ccccc3c2=O)c1	-0.3	i	i	i	i	i	i	i	i	10	i
OC(CCNCCc1c[nH]c2ccccc12)C(F)(F)Cl (centres undefined)	0.8	i	i	i	i	i	i	i	i	9	i
C/C(CC(c1ccccc1)c1c(O)c2ccccc2oc1=O)=N\Nc1ccc([N+](=O)[O-])cc1[N+](=O)[O-] (centres undefined)	-0.5	i	i	i	i	i	i	i	i	22	i
CSCCC(N=Cc1c(O)n(-c2ccc(Cl)cc2)c(=O)[nH]c1=O)C(=O)OC(C)(C)C (centres undefined)	-0.6	i	i	i	i	i	i	i	i	14	i
CCc1ccc(-n2c(O)c(/C=N/NC(=O)c3ccncc3)c(=O)[nH]c2=O)cc1	-0.2	i	i	i	i	i	i	i	i	-15	i
ON1C2CCCCC2N(O)C1c1ccccc1 (centres undefined)	-0.2	i	i	i	i	i	i	i	i	-7	i
CC(=O)Nc1ccccc1C(=O)OCC(=O)c1cccc2ccccc12	-0.1	i	i	i	i	i	i	i	i	1	i
O=c1[nH]c(=O)n(Cc2ccccc2Cl)c(O)c1C=Nc1ccc(F)cc1	-0.2	i	i	i	i	i	i	i	i	8	i
Cc1ncc([N+](=O)[O-])n1CCOC(N)=O	0.9	i	i	i	i	i	i	i	i	16	i
C[C@H]1CC[C@@]2(C)[C@@H](CC[C@@H]3[C@@H]2CC[C@]2(C)[C@@H](O)CC[C@@H]32)C1	·	i	i	i	i	i	i	i	i	14	i
CCOC(=O)C(NC(=O)C(Cc1ccc(N(CCCl)CCCl)cc1)NC(C)=O)C(C)C (centres undefined)	0.1	i	i	i	i	i	i	i	i	16	i
CC(C)COP(=O)(OCC(C)C)C(O)c1cccnc1 (centres undefined)	-0.2	i	i	i	i	i	i	i	i	12	i
O=C1CC(=O)N(c2ccccc2F)C(=O)N1	-2.3	i	i	i	i	i	i	i	i	-1	i
O=P1(NC2CCCC2)COc2ccccc2OC1	0.5	i	i	i	i	i	i	i	i	7	i
Cc1cccc(CS(=O)(=O)Cc2ccc(C(=O)N3CCC4(CC3)OCCO4)o2)c1	0.1	i	i	i	i	i	i	i	i	15	i
CCOc1ccc(-n2c(O)c(C=NCCN(CC)CC)c(=O)[nH]c2=O)cc1	-0.1	i	i	i	i	i	i	i	i	34	i
COc1ccc(-n2c(=O)[nH]c3ccccc3c2=O)cc1	0.8	i	i	i	i	i	i	i	i	6	i
Cc1c(C=O)c2ccccc2n1Cc1ccc([N+](=O)[O-])cc1	-0.2	-5.3*	i	i	i	i	i	i	i	3	i
CCC(=Nc1ccccc1N)c1c(O)[nH]c(=O)[nH]c1=O	2.1	i	i	i	i	i	i	i	i	21	i
CC(C)c1cccc(C(C)C)c1OCCn1ccnc1	0.3	i	i	i	i	i	i	i	i	26	i
O=c1cccc2n1CC1CC2CN(Cc2ccc3c(c2)OCO3)C1 (centres undefined)	-0.1	i	i	i	i	i	i	i	i	17	i
CC(=O)N1CCC2(CC1)CC(=O)c1cc(OCC(=O)N3CCN(C)CC3)ccc1O2	-0.4	i	i	i	i	i	i	i	i	-6	i
N=C1c2ccccc2CN1c1ccc(F)c([N+](=O)[O-])c1	-0.3	i	i	i	i	i	i	i	i	9	i
Next section.
SMILES	HIF activator	MrgX1 antag	TRPC4 PAM	TRPC4 act	MrgX1 agonist	MrgX1 allo act	TRPC6 inh	TRPC4 inh	PolyA inh	AI-2 QS mod	TRPC6 act
O=C(c1ccc(Cl)cc1)C12CN3CN(CN(C3)C1)C2	-0.2	i	i	i	i	i	i	i	i	7	i
CN1CCN(CC(=O)Nc2ccc(Cl)cc2C(=O)c2ccccc2)CC1	0.0	i	i	i	i	i	i	i	i	2	i
COc1ccc(CC(=O)N2CCN(C)CC2)cc1	0.2	i	i	i	i	i	i	i	i	8	i
CCCCn1c(O)c(C(C)=NCc2ccco2)c(=O)[nH]c1=O	-0.4	i	i	i	i	i	i	i	i	9	i
O=C(CSC1c2ccccc2-c2ccccc21)N/N=C/c1ccc(C(=O)O)cc1	0.0	i	i	i	i	i	i	i	i	1	i
COc1cccc(NC(=O)N2CCC3(CC2)OCCO3)c1	1.8	i	i	i	i	i	i	i	·	19	i
C=C(COC(C)=O)CC1CC(O)[C@]2(C)OC3CC4OC5C[C@]6(C)O[C@]7(C)CCC8OC9C[C@]%10(C)OC%11C(C)=CC(=O)OC%11CC%10OC9C[C@@H](C)C8OC7CC6O[C@]5(C)C/C=C\C4OC3CC2O1 (some centres undefined)	-1.4	·	i	i	·	·	i	i	i	27	i
O=C(COc1ccc(Cl)cc1)N1CCN(C/C=C/c2ccccc2)CC1	-0.1	i	i	i	i	i	i	i	i	-36	i
Cc1cc(N2CCCCC2)ccc1C=C1C(=O)N(C)C(=S)N(C)C1=O	0.2	i	i	i	i	i	i	i	i	23	i
CCCCCn1c(=O)c(C(=O)Nc2cnccn2)c(O)c2ccccc21	-0.2	i	i	i	i	i	i	i	i	3	i
O=C(NC(=C(Cl)Cl)P(=O)(c1ccccc1)c1ccccc1)c1ccccc1	-0.2	i	i	i	i	i	i	i	i	22	i
c1ccc2sc(NC3=NCCN3)nc2c1	1.4	i	i	i	i	i	i	i	i	14	i
O=C(C(Cc1ccccc1)NS(=O)(=O)c1cccc2nsnc12)N1CCC2(CC1)OCCO2 (centres undefined)	0.4	i	i	i	i	i	i	i	i	13	i
Cc1nc2ccccc2c(=O)n1-c1ccccn1	-1.3	i	i	i	i	i	i	i	i	20	i
NC(Cc1ccccc1)c1nc(-c2ccccc2)no1 (centres undefined)	1.1	i	i	i	i	i	i	i	i	4	i
Cc1nn(Cc2ccccc2)c(Cl)c1C(=O)Nc1ccc(OC(F)(F)F)cc1	-2.7	i	i	i	i	i	i	i	i	20	i
C=CCN1C(=O)NC(=O)/C(=C/c2cc3c4c(c2)CCCN4CCC3)C1=O	0.3	i	i	i	i	i	i	i	i	18	i
CC12CC[C@H]3[C@@H](CCC4(O)C[C@H](O)CCC34/C=N/NC(=O)Cc3ccccc3)C1(O)CCC2C1=CC(=O)OC1 (some centres undefined)	-0.2	i	i	i	i	i	i	i	i	13	i
Cc1nc2cc([N+](=O)[O-])ccc2c(=O)n1-c1cccc(Br)c1	0.1	i	i	i	i	i	i	i	i	6	i
CNC(C(=O)c1ccccc1)C(OC(C)C)c1ccc(Cl)cc1 (centres undefined)	0.0	i	i	i	i	i	i	i	i	12	i
O=C(Nc1cccc(Cl)c1)OC1CN2CCC1CC2 (centres undefined)	3.7	i	i	i	i	i	i	i	i	?	i
O=C1CC(=O)N(c2ccc3c(c2)OCO3)C(=O)N1	0.6	i	i	i	i	i	i	i	i	15	i
COc1ccc(-n2c(O)c(C=Nc3c(C)n(C)n(-c4ccccc4)c3=O)c(=O)[nH]c2=O)cc1	0.0	i	i	i	i	i	i	i	i	13	i
Cc1cc(OCC(=O)N2CCC(C(=O)O)(c3ccccc3)CC2)c2c(C)cc(=O)oc2c1	0.0	i	i	i	i	i	i	i	i	17	i
COc1ccc(-n2c(O)c(C=NCCCn3ccnc3)c(=O)[nH]c2=O)cc1	-0.5	i	i	i	i	i	i	i	i	1	i
The list continues.
SMILES	HIF activator	MrgX1 antag	TRPC4 PAM	TRPC4 act	MrgX1 agonist	MrgX1 allo act	TRPC6 inh	TRPC4 inh	PolyA inh	AI-2 QS mod	TRPC6 act
O=C(CCc1nc(-c2ccccc2F)no1)N1CCC2(CC1)OCCO2	0.0	i	i	i	i	i	i	i	i	9	i
O=c1c2ccccc2nc(-c2ccccc2F)n1-c1ccccc1	-13	i	i	i	i	i	i	i	i	18	i
Cc1c(CC(=O)N2C[C@H]3C[C@@H](C2)c2cccc(=O)n2C3)c(=O)oc2cc(O)c(Cl)cc12	0.7	i	i	i	i	i	i	i	i	-4	i
CCC(C)NC(=O)CCC(=O)OC1O[C@H]2OC3(C)CC[C@H]4[C@H](C)CCC(C1C)C24OO3 (some centres undefined)	1.8	i	i	i	i	i	i	i	i	28	i
CC(C)NC(C)C(=O)c1ccc2ccccc2c1 (centres undefined)	0.0	i	i	i	i	i	i	i	i	10	i
CCOc1cc(C2NCc3ccccc3-n3cccc32)ccc1OC (centres undefined)	-2.8	i	i	i	i	i	i	i	i	27	i
OC(Cc1ccccc1)(c1ccccc1)C1CN2CCC1CC2 (centres undefined)	-0.1	i	i	i	i	i	-5.4*	i	i	21	i
Cc1ccc(-n2c(CNCc3ccc(F)cc3)nc3ccccc3c2=O)cc1	-0.3	i	i	i	i	i	i	i	i	15	i
CC(C)=CCc1c(O)cc2c(c1O)C(=O)CC(c1ccc(O)cc1)O2 (centres undefined)	0.6	i	i	i	i	i	i	i	i	4	i
CNc1ccc2nc3ccccc3[n+](C)c2c1	-1.6	i	i	i	i	i	-12*	i	i	10	i
CCOP(=O)(C#CC(C)(C)C)C(O)(c1ccccc1)C(F)(F)F (centres undefined)	-0.1	i	i	i	i	i	i	i	i	26	i
COc1cc(/C=C/[N+](=O)[O-])ccc1OC(=O)c1cccnc1	-1.0	i	i	i	i	i	i	i	i	14	i
CCC(=NCc1cc(OC)cc(OC)c1)c1c(O)n(C)c(=O)n(C)c1=O	-0.4	i	i	i	i	i	i	i	i	·	i

The list is partial; rates above refer to the full screens.
